# Source: PubChem BioAssay
# BL2 CD40 inh – inhibitors of CD40-induced NF-kB signaling, primary screen, BL2 cells, luciferase reporter, single point. CD40L-induced, 4 h. inhibition, % at 10 µM. hit rate 0.94% among 83,000. AID 1053188, 2014;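 active = mean inhibition of at least 50% with a set share of replicates also reaching that level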;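 also: 0% = neutral control wells and 100% = IKK inhibitor VII at 50 µM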
# Numbers without * were called inactive; [ ] = dose if it differs, or a comment. Only part of the results is shown; rates above refer to the full screens.
SMILES,BL2 CD40 inh
OC[C@H]1N[C@@H](CNCC2CCC2)[C@@H]1c1ccc(C2=CCCCC2)cc1,3[25 µM]
CSc1nc2ccc(S(=O)(=O)N3CCOCC3)cc2s1,-7
O=C(c1ccc2oc(CCc3ccccc3)nc2c1)N1CCC(O)CC1,-67
O=C(COC(=O)C1CCN(S(=O)(=O)c2cccs2)CC1)c1ccccc1,-12
COc1cc2c(cc1OC)[C@@H]1Cc3ccc(OC)c(OC)c3CN1CC2,3
CCOC(=O)c1c(CC(C)C)csc1NC(=O)COC(=O)C1=NNC(=O)CC1,23
C/C=C/c1ccc([C@@H]2[C@@H](C#N)N(c3nc(CC)cs3)[C@@H]2CO)cc1,2[25 µM]
CC#CCNCc1ccccc1,8
O=C1CNC[C@@H]2[C@@H](c3ccc(C4=CCCC4)cc3)[C@@H](CO)N12,-11[25 µM]
CCCOc1ccccc1OCC(=O)Nc1cccc(S(=O)(=O)NC2=NCCC2)c1,2
O=C(Nc1ccc(NC(=O)c2ccco2)cc1)c1ccco1,-41
CN(C)C(=O)c1ccc(-c2ccccc2[C@H]2[C@H](C#N)N(C(=O)C3CCCC3)[C@H]2CO)cc1,0
O=S(=O)(c1ccccc1F)N1CC[C@@H]2[C@@H](CO)Nc3ccc(C4=CCCCC4)cc3[C@@H]21,9[25 µM]
COc1ccccc1C(=O)Nc1ccnn1C1CCN(Cc2cnc(N(C)C)s2)CC1,5
CCS(=O)(=O)c1ccc2oc(Nc3cccc(OC)c3)nc2c1,-52
Fc1cccc(Cl)c1-c1nnc2ccc(N3CCOCC3)nn12,12
CCC(C)(C)NCC(=O)Nc1ccc(OC(F)(F)F)cc1,-4
Cc1ccc(-n2cccn2)c([C@@H]2C[C@H]3CN(C)C(=O)[C@]34CCCN24)c1,11
CCCS(=O)(=O)N1CCCC(C(=O)NCCCOC(C)C)C1 (configuration not stated),-5
C[C@H](NC(=O)C[C@H]1CC[C@H]2[C@@H](COc3ccc(NC(=O)C4CCOCC4)cc3C(=O)N2C)O1)c1ccccc1,6[25 µM]
C[C@H](NC(=O)[C@@H]1CSC2c3ccccc3C(=O)N21)C(=O)NC1CCCCC1 (some centres not stated),3
CCCn1nnnc1NCc1cc(Br)ccc1OC,3
O=C(C[C@H]1CC[C@H]2[C@@H](COC[C@H](O)CN2C(=O)c2cnccn2)O1)NCc1ccc(Cl)cc1,-11[25 µM]
CN1C(=O)C(O)(c2nnc(-c3ccccc3)o2)c2ccccc21 (configuration not stated),21
COc1ccc(CCNc2c3ccccc3nc3ccccc23)cc1OC,-73

# Later entries.
SMILES,BL2 CD40 inh
Cc1cc(-c2ccc(Br)cc2)n[nH]1,-42
Cc1ccc(S(=O)(=O)N(C)C[C@H]2OCCCC[C@H](C)Oc3ccc(NS(=O)(=O)c4ccc(F)cc4)cc3C(=O)N([C@H](C)CO)C[C@@H]2C)cc1,2
COc1cccc(Nc2cc(N3CCOCC3)c3nonc3c2[N+](=O)[O-])c1,1
CC1(C(=O)N2CCCCC2)CCN1C(=O)c1ccccc1CCc1ccccc1 (configuration not stated),5
Cc1noc(C)c1NC(=O)N(C)C[C@@H]1OCc2ccccc2-c2c(n(C)c3ccccc23)C(=O)N([C@H](C)CO)C[C@@H]1C,-5[25 µM]
COc1ccccc1OCC(=O)NCCc1nc2ccccc2[nH]1,4
Cc1cccc2cc(CN(Cc3ccc(F)cc3)C(=O)N3CCOCC3)c(=O)[nH]c12,-1
COc1ccc(NC(=O)CN(C)C(=O)c2cc(-c3cccs3)nn2-c2ccccc2)cc1,3
O=C(NCCCN1CCN(c2cccc(Cl)c2)CC1)c1cccc(N2CCCC2=O)c1,0
O=C(COc1ccc(F)cc1)Nc1ccc(S(=O)(=O)Nc2ncccn2)cc1,7
Cc1ccc(C)c(S(=O)(=O)N2CCN(C(=O)c3ccc4ccccc4n3)CC2)c1,-3
O=C(COC(=O)c1cccs1)c1ccc2ccccc2c1,-83
O=C(C[C@H]1C[C@H]2c3cc(NC(=O)C4CCC4)ccc3O[C@H]2[C@H](CO)O1)NCc1ccc(Cl)cc1,11[25 µM]
COc1cc(C(=O)OCC(=O)N(CC(C)C)C2CCS(=O)(=O)C2)ccc1OCC(C)C (configuration not stated),3
CCC(=O)NC[C@@H]1[C@@H](c2ccc(-c3cccc(F)c3)cc2)[C@@H](CO)N1CC1CC1,3[25 µM]
COc1cccc(C2=NOC(C(=O)Nc3cccc(C(C)=O)c3)C2)c1 (configuration not stated),13
COc1ccc(CCN(C)C(=O)CNC(=O)c2ccc3c(c2)OCO3)cc1OC,2
C[C@H]1CN([C@@H](C)CO)C(=O)c2c(c3ccccc3n2C)-c2ccccc2CO[C@@H]1CN(C)C(=O)NC1CCCCC1,18[25 µM]
O=C1CS/C(=N/N=C/c2ccco2)N1Cc1ccc(F)cc1,-8
CCCCN(C)CCNC(=O)Cn1c(=O)sc2ccccc21,-10
N#C[C@@H]1[C@H](c2ccc(C#Cc3ccc(F)cc3)cc2)[C@@H](CO)N1C(=O)C1CCC1,90*[25 µM]
O=C(c1cccc(C(=O)N2CCN(c3ccc(F)cc3)CC2)c1)N1CCN(c2ccc(F)cc2)CC1,7
COc1cccc(/C=N/NC(=O)CCCc2ccc(OC)c(C)c2)c1,-8
O=C(NCC1CCCO1)C1CCN(S(=O)(=O)Cc2ccccc2)CC1 (configuration not stated),6
COc1cccc(CN2CCNC(=O)C2CC(=O)NCCCn2ccnc2)c1 (configuration not stated),5

# Rewritten with tabs: entries from further up.
mol	BL2 CD40 inh
O=C(c1cccc(C(=O)N2CCN(c3ccc(F)cc3)CC2)c1)N1CCN(c2ccc(F)cc2)CC1	7
COc1ccc(CCN(C)C(=O)CNC(=O)c2ccc3c(c2)OCO3)cc1OC	2
CCC(=O)NC[C@@H]1[C@@H](c2ccc(-c3cccc(F)c3)cc2)[C@@H](CO)N1CC1CC1	3[25 µM]
COc1cccc(C2=NOC(C(=O)Nc3cccc(C(C)=O)c3)C2)c1 (configuration not stated)	13
COc1ccccc1OCC(=O)NCCc1nc2ccccc2[nH]1	4

# The results go on:
SMILES,BL2 CD40 inh
CCOC(=O)c1c(C)n(C)c2ccc(OC)c(NC(=O)CN3CCC4(CC3)OCCO4)c12,-2
O=C(Nc1ccc(N2CCOCC2)c(S(=O)(=O)Nc2ccccc2Cl)c1)c1ccccc1,3
COc1cccc(C(=O)Nc2ccc(-n3nncc3C(C)(C)C)cc2)c1,-4
O=C1NC2c3c(I)sc(I)c3C(=O)C2O1 (configuration not stated),101*
COc1cccc(CN2CCCCN3[C@@H](CO)[C@@H](c4ccc(-c5ccccc5OC)cc4)[C@@H]3C2)c1,24[25 µM]
Cc1cc(NS(=O)(=O)c2ccc(NC(=O)Cc3ccccc3)cc2)nc(C)n1,18
Cc1cc(NC(=O)CSc2ccc3nnc(-c4ccc(F)cc4)n3n2)no1,2
Fc1cc(F)cc(NC(=S)NCCCN2CCOCC2)c1,-5
CCS(=O)(=O)N1CC2(CN(Cc3cc(F)ccc3F)[C@@H](CO)c3c2c2ccc(OC)cc2n3C)C1,-6[25 µM]
CCN(CC)Cc1cc(C(C)=O)ccc1OCC(C)C,-2
COc1ccccc1C(=O)N/C(=C\c1cn(S(=O)(=O)N(C)C)c2ccccc12)C(=O)N1CCN(C)CC1,0
CCNC(=O)COC(=O)CCNC(=O)c1ccc(Cl)cc1,9
CCOc1ncccc1C(=O)OCC(=O)Nc1nnc(-c2ccccc2)o1,1
COc1ccccc1CN1[C@@H]2CNC[C@H]1C2c1ccc(-c2ccc(C#N)cc2)cc1 (some centres not stated),-3
O=C(Oc1cccc2c(OC(=O)N3CCOCC3)cccc12)N1CCOCC1,10
O=C(CN1CCOCC1)N1CCCCN2[C@@H](CO)[C@@H](c3ccc(/C=C/c4ccccc4)cc3)[C@@H]2C1,-8[25 µM]
CCc1nc2c(OCC(=O)N3CCOCC3)cccn2c1N(C)C(=O)COc1ccccc1,-4
CN(C)CCCO[C@@H]1[C@H]2OC(C)(C)O[C@H]2O[C@@H]1[C@H](O)CO,10
CC(C)S(=O)(=O)N1CCCC(c2cc(C(=O)NCc3cccnc3)no2)C1 (configuration not stated),-5
O=C(NC1CCS(=O)(=O)C1)c1cc(-c2ccccc2)nc2ccccc12 (configuration not stated),3
O=S(=O)(c1ccccc1)N1CC2(C1)[C@H](c1ccccc1)[C@H](CO)N2CCC(F)(F)F,7[25 µM]
O=C(COC(=O)C1=COCCO1)Nc1c(F)cccc1F,1
O=C(c1ccccc1)N1CCN(c2ccc([N+](=O)[O-])cc2-n2cccc2)CC1,-5
Cc1ccc(-c2cnc3c(c2)C(=O)N([C@H](C)CO)C[C@H](C)[C@@H](CN(C)C(=O)CN(C)C)O3)cc1,3[25 µM]
COc1ccccc1N1CCN(C(=O)CN2C(=O)c3cccc4cccc(c34)C2=O)CC1,2

# Remaining list, next part.
SMILES,BL2 CD40 inh
CCC(C(=O)OCC(=O)N1CCN(S(=O)(=O)c2ccc(C)cc2C)CC1)c1ccccc1 (configuration not stated),4
Cc1ccc(/C=N/NC(=O)C2(C)CC2(Br)Br)cc1 (configuration not stated),-22
CCCC#Cc1ccc2c(c1)O[C@@H](CN(C)Cc1ccccn1)[C@H](C)CN([C@@H](C)CO)S2(=O)=O,12[25 µM]
O=C(c1ccc(OCc2cn3ccccc3n2)cc1)N1CCN(S(=O)(=O)c2ccccc2F)CC1,-6
CC(C)NC(=O)Nc1cccc2c1O[C@@H](CN(C)C(=O)NC(C)C)[C@H](C)CN(C)C2=O,-2
COc1ccc(C2c3[nH]c4ccccc4c3CCN2C(=O)c2cn3ccccc3n2)c(F)c1 (configuration not stated),-75
CCCCCC(=C/c1ccccc1)/C=N/Nc1ccc(S(=O)(=O)N2CCOCC2)cc1[N+](=O)[O-],7
O=C(c1coc2ccc(O)c(CN3CCOCC3)c12)C1CC1,10
CCCN1C[C@H](C)[C@H](OC)CN(C)C(=O)c2ccc(NS(=O)(=O)c3cn(C)cn3)cc2OC[C@H]1C,-6[25 µM]
CC(C)[C@H](NC(=O)NCCC1=CCCCC1)C(=O)O,4
CCCNC(=O)N1[C@H](CO)[C@H](c2ccccc2)[C@H]1CNC(=O)c1cccc(F)c1,10
CN(C)c1ccc(N/C(N)=N/c2nc(C(F)(F)F)cc(C(F)(F)F)n2)cc1,0
c1nc2n(n1)C1=C(CCCC1)C1(CCCCC1)N2,13
O=C(c1ccc(F)cc1)N1CCN2C(=O)c3ccccc3C12c1ccccc1 (configuration not stated),4
Cc1noc(C)c1CSc1nc2sc3c(c2c(=O)n1C)CCCC3,-7
CCc1ccc(C2=NN(CCC(=O)NC(C)CCc3ccccc3)C(=O)CC2)cc1 (configuration not stated),9
COc1ccc(CN2[C@H](CO)[C@H]3c4ccccc4N(C(=O)NC(C)C)C[C@H]32)cc1,4[25 µM]
Cc1ccc(/C=N/NS(=O)(=O)c2ccccc2)o1,0
N#Cc1ccc(Cn2ccnc2C(=O)Nc2ccccc2)cc1,-15
C[C@@H]1CN([C@@H](C)CO)C(=O)c2c(c3ccccc3n2C)-c2ccccc2CO[C@@H]1CN(C)C(=O)[C@H](C)c1ccccc1,2
CO[C@@H]1CN(C)C(=O)c2cc(NC(=O)C3CCCC3)ccc2OC[C@@H](C)NC[C@H]1C,-7
Cc1c(C(=O)NC(C)c2ccccn2)oc2c(Cl)cccc12 (configuration not stated),-1
COc1ccccc1NC(=S)N1CCC(NC(=O)C23CC4CC(CC(C4)C2)C3)CC1,17
Cc1ccc(-n2nnnc2SCC(=O)NC2CCS(=O)(=O)C2)c(C)c1 (configuration not stated),9
CCS(=O)(=O)Nc1ccc2c(c1)C(=O)N(C)[C@@H]1CC[C@@H](CC(=O)NCc3ccc(OC)cc3)O[C@H]1CO2,-1[25 µM]

# 6 compounds out of the list, ordered by heavy-atom count, largest number first.
SMILES,BL2 CD40 inh
COc1ccccc1N1CCN(C(=O)CN2C(=O)c3cccc4cccc(c34)C2=O)CC1,2
CCc1ccc(C2=NN(CCC(=O)NC(C)CCc3ccccc3)C(=O)CC2)cc1 (configuration not stated),9
O=C(c1ccc(F)cc1)N1CCN2C(=O)c3ccccc3C12c1ccccc1 (configuration not stated),4
O=C1CS/C(=N/N=C/c2ccco2)N1Cc1ccc(F)cc1,-8
CCC(C)(C)NCC(=O)Nc1ccc(OC(F)(F)F)cc1,-4
CCCn1nnnc1NCc1cc(Br)ccc1OC,3

# (more compounds)
SMILES,BL2 CD40 inh
O=C(c1cnc(Cl)c(Cl)c1)N1CCN(S(=O)(=O)c2ccc3ccccc3c2)CC1,12
C[C@@H]1CN([C@@H](C)CO)C(=O)CCCn2nncc2CO[C@H]1CN(C)C(=O)c1ccccc1,-3
COc1ccc(S(=O)(=O)Nc2ccc3c(c2)C(=O)N([C@@H](C)CO)C[C@@H](C)[C@@H](CN(C)Cc2ccc(C(F)(F)F)cc2)OCCCC[C@H](C)O3)cc1,73*[25 µM]
CCNC(=O)C1(C)CCCN(C(=O)c2ccc(C(F)(F)F)nc2C)C1 (configuration not stated),0
O=C(COc1ccccc1Br)NC(=O)NC1CCCC1,-67
O=C(NC1CC(=O)N(c2ccc3c(c2)OCCO3)C1)N1CCC(O)CC1 (configuration not stated),2
CC(=O)c1ccc(OCC(=O)NC(=O)NC2CCCC2)cc1,4
COc1ccc(OC(=O)c2cccc(S(=O)(=O)N3CCCC3)c2)cc1,1
COC(=O)c1ccc(C(=O)OC)c(NC(=O)CCC(=O)O)c1,4
O=C(N/N=C1\CCS(=O)(=O)c2ccc(F)cc21)c1ccc(O)cc1,3
c1ccc2c(c1)ncn2Cc1nnc2sc(-c3ccc4c(c3)OCO4)nn12,13
